rCAG RNA binder – molecules binding r(CAG) RNA repeats; inhibition, % at 3 µM; hit rate 1.3% among 370,000; AID 651821; r(CAG) RNA repeat, TO-PRO-1 dye displacement fluorescence;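 active means inhibition above the plate cutoff, the mean of all test compounds on that plate plus 3 SD, cut at about 35% in these data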;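 further: 0% = DMSO alone and 100% = 100 µM mitoxantrone as full dye displacement; higher means more dye released from RNA so lower well fluorescence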
mABHD4 FP – ABHD4 (mouse) inhibition, primary FP screen; inhibition, % at 8.92 µM; Q8VD66; purified mABHD4, FP-Rh probe fluorescence polarization; hit rate 0.54% among 370,000;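 active means inhibition exceeding the mean over every tested compound plus 3 SD, cut at about 30% in these data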;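 further: 0% = plate median of compound wells and 100% = S159A mutant with DMSO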
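assay system = mABHD4 protein | compound dosing = single nominal dose of 8.92 µM, 0.89% DMSO final | read-out basis = percent inhibition of probe binding, normalized to plate controls | schedule = Enzyme–compound pre-incubation 45 min, then probe 60 min, both 25 °C | detection = fluorescence polarization, excitation 525 nm, emission 598 nm, BODIPY TMR filters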
NR1D1 modulator – Rev-erb alpha (human) modulation; AID 1259318; P20393; activity, % at 10 µM; Rev-erbα–FITC-DNA binding, fluorescence polarization, 90 min; hit rate 0.79% among 370,000;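 active means activity above about 14%, limit read from the data; passing the limit was not always enough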;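 further: 0% = DMSO wells with 35 nM protein and 100% = DMSO wells with 750 nM protein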
Target sequence (P20393 whole entry, looked up): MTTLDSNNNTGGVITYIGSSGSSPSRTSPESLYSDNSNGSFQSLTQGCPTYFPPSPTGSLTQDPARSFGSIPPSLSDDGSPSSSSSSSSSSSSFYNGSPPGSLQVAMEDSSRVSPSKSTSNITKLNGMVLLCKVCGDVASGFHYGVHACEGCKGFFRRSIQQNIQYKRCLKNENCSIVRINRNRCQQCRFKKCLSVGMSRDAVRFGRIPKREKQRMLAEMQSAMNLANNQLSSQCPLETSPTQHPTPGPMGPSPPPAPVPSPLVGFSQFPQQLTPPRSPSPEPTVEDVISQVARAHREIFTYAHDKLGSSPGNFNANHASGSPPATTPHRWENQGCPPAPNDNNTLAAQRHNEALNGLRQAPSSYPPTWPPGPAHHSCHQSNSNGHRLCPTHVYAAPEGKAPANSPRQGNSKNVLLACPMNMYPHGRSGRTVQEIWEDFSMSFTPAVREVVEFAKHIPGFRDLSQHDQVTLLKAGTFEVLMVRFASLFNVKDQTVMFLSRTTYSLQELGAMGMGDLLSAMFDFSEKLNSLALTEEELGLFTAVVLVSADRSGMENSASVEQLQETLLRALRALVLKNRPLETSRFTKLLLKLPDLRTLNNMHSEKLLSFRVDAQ
NPR1 activator – GC-A (human) enzyme activation. P16066. HEK293 GC-A cells, cGMP TR-FRET, EC30 ANP; 0% at EC30 ANP, 100% saturating ANP. activation, % at 10 µM. hit rate 0.14% among 370,000. AID 1671463; in the data active means activation above about 40%
SMARCA2 act – SMARCA2 function activation, primary screen. MG213 cells, MMTV-luciferase reporter, dexamethasone, overnight. activation, % at 9.1 µM. hit rate 1% among 370,000. AID 652017; in the data active means activation above about 7.8%;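 further: 0% = vehicle wells and 100% = reference activator wells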
ARFGAP1 inh – rat ARFGAP1 inhibition. Q62848. Arfgap1-stimulated ARF1 GTP hydrolysis, GDP FP detection. inhibition, % at 16.5 µM. hit rate 0.26% among 360,000;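 active means inhibition above a per-plate limit, mean inhibition of low control wells plus 3 SD, cut at about 25% in these data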;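 further: 0% = DMSO wells with enzyme and 100% = wells lacking Arfgap1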
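Assay system: Rat Arfgap1 GAP domain (His6, aa 1-136), purified enzyme | Buffer or medium: HEPES 25 mM pH 7.5, NaCl 150 mM, MgCl2, DTT | Schedule: GTP hydrolysis reaction 2 h at 25 °C | Signal: FP of antibody-bound GDP Alexa 633 tracer, ex 620/em 688 nm | Measure: Percent inhibition of Arfgap1-stimulated GTP hydrolysis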
PG9 Ab binder – binds the HIV-1 gp120 antibody PG9. TR-FRET gp120-PG9 antibody binding. inhibition, % at 6.7 µM. hit rate 0.43% among 360,000. AID 624416; in the data active means inhibition above about 8.5%
HTRA1 inhibitor – HTRA1 (human) protease inhibition; Q92743; recombinant HTRA1, FP-rhodamine activity-based probe, fluorescence polarization; inhibition, % at 5.96 µM; hit rate 0.5% among 340,000; in the data active means inhibition above about 36%;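 further: 0% = enzyme with DMSO and 100% = wells lacking enzyme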
Target sequence (Q92743 whole entry, looked up): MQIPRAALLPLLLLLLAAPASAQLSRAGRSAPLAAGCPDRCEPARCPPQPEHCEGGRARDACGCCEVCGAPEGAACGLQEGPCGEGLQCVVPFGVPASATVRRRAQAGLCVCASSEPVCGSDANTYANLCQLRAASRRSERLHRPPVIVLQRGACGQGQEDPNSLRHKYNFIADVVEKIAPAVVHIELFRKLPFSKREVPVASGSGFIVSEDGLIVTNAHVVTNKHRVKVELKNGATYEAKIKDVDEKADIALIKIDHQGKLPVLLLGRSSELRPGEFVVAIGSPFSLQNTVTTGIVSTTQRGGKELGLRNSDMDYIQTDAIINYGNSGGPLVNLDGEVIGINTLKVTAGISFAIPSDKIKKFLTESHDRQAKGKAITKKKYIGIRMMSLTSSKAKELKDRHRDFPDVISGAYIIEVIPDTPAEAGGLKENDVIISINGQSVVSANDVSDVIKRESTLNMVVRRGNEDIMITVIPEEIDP
GC-B act – GC-B (human) receptor activation. activation, % at 10 µM. hit rate 0.11% among 370,000. P20594. HEK293-GC-B cells, CNP EC30, cGMP TR-FRET; 0% at EC30 CNP, 100% saturating CNP. AID 1920062;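 active means activation at 10 µM reaching about 35% in either raw or pattern-adjusted values, limit read from the data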
ASAP1 inh – inhibitors of human ASAP1 ArfGAP activity; hit rate 0.19% among 360,000; inhibition, % at 16.5 µM; Q9ULH1; AID 624377; ASAP1-stimulated ARF1 GTP hydrolysis, GDP FP detection; in the data active means inhibition above about 25%;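 further: 0% = vehicle with enzyme and substrate and 100% = no enzyme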
* = called active by the depositor; x = not tested or not shown.

Results follow in this order: rCAG RNA binder	mABHD4 FP	NR1D1 modulator	NPR1 activator	SMARCA2 act	ARFGAP1 inh	PG9 Ab binder	HTRA1 inhibitor	GC-B act	ASAP1 inh
N#C/C(=C(/O)c1ccc(Cl)cc1)c1nc2ccccc2[nH]1
  1.6	1.7	-18.3	-4.1	0.7	-6.6	-0.3	0.4	0.7	-6.6
CCOC(=O)c1cc(C(=O)OCC)c(=O)[nH]c1C
  1.0	-4.4	-3.4	-1.9	-3.4	-7.8	0.7	1.6	-2.7	-9.0
Cc1ccc(N(CC(=O)Nc2ccc(S(=O)(=O)N3CCOCC3)cc2)S(C)(=O)=O)cc1C
  2.4	-2.9	1.4	-1.6	-0.7	-8.6	0.8	-5.3	-3.4	-6.7
Nc1nc2c(ncn2[C@@H]2O[C@H](C(=O)N[C@@H](Cc3ccccc3)C(=O)NCC3CCCCC3)[C@@H](O)[C@H]2O)c(=O)[nH]1
  9.7	-1.2	-1.8	4.0	5.4	-1.5	-0.4	x	3.0	-3.0
O=C1CC2(CCCCCC2)Oc2ccc(Cl)cc21
  -2.2	-0.7	4.4	-3.1	0.3	7.2	-1.6	-2.8	-0.3	3.2
Cn1c(SCC(=O)O)nc2ccccc2c1=O
  1.7	4.0	1.1	-2.2	-0.5	1.5	-0.3	4.7	11.1	0.1
CN1CCN(c2nc3ccccc3nc2NS(=O)(=O)c2ccc(Br)cc2)CC1
  22.1	2.8	4.3	-3.2	-5.6	-5.8	-0.1	1.0	0.3	-6.0
CC12CCC3C(=CCc4cc(O)ccc43)C1CC(=NO)C2O (stereo unspecified)
  -0.2	1.9	6.4	2.0	0.5	2.7	-1.1	2.0	-0.5	5.2
c1ccc(CN2CN=C(Nc3nc4ccccc4s3)NC2)cc1
  0.6	5.8	3.9	2.6	-1.7	10.8	-0.5	8.4	-4.6	9.6
Cc1csc(NC(=O)CSc2nc3[nH]c(=O)cc(O)c3s2)n1
  3.7	6.4	7.2	-3.3	4.6	2.6	-0.1	5.1	1.3	7.1
CN1CCN(c2ccc(S(=O)(=O)N3CCCCC3)cc2NC(=O)Cc2c(F)cccc2Cl)CC1
  -6.2	5.0	2.6	0.2	-1.8	6.7	0.9	-8.3	4.1	-5.2
CCc1ccc(-c2nc(CN3CCC(C(=O)NCc4ccccc4OC)CC3)c(C)o2)cc1
  -0.2	7.8	2.1	-9.1	-3.9	13.0	0.5	-11.1	-8.2	-0.7
CN(Cc1c(C(=O)N/N=C/c2ccc(O)cc2)nnn1-c1nonc1N)c1ccccc1
  11.4	-25.9	-0.7	0.5	-2.3	18.3	-0.4	-7.2	0.4	6.6
Cc1cccc(C(=O)Nc2cccc(S(=O)(=O)NCc3ccco3)c2)c1
  4.8	-6.0	4.5	1.4	-3.4	-9.5	-0.3	-64.8	4.3	-4.7
CC1CCCN(C(=O)COC(=O)c2cccc(NS(=O)(=O)c3ccccc3)c2)C1 (stereo unspecified)
  -2.0	2.3	0.6	0.8	-1.9	-2.8	0.3	-2.3	5.4	3.9
CC(C)(C)C(=O)Nc1nnc(Cc2ccccc2)s1
  -2.2	-5.3	4.1	5.5	-2.1	4.6	1.0	-0.7	-0.1	2.7
CN(CC(=O)Nc1ccccc1Cl)C(=O)COC(=O)/C=C/c1cccc(C(F)(F)F)c1
  -0.1	-2.8	-4.8	-1.4	-2.7	-1.2	-1.1	-5.6	7.2	6.4
CC(Oc1ccc(F)cc1)C(=O)Nc1cc(S(=O)(=O)N2CCCCC2)ccc1N1CCOCC1 (stereo unspecified)
  -0.1	9.2	5.8	1.9	1.9	2.5	-1.8	-10.4	4.3	-3.6
O=C(COc1ccc(Cl)cc1)NC1CCSC1=O (stereo unspecified)
  1.9	3.4	-0.6	3.2	-1.2	-8.1	1.8	-3.5	10.1	-1.2
Nc1cc(=O)[nH]c(SCC(=O)Nc2cc(Cl)ccc2Cl)n1
  4.6	-10.9	1.2	0.6	-3.9	11.1	0.7	-1.5	-3.1	13.3

5 compounds out of the list above, arranged by their value in ARFGAP1 inh, rising.
Structure	ARFGAP1 inh
Cc1cccc(C(=O)Nc2cccc(S(=O)(=O)NCc3ccco3)c2)c1	-9.5
Cc1ccc(N(CC(=O)Nc2ccc(S(=O)(=O)N3CCOCC3)cc2)S(C)(=O)=O)cc1C	-8.6
CN1CCN(c2nc3ccccc3nc2NS(=O)(=O)c2ccc(Br)cc2)CC1	-5.8
c1ccc(CN2CN=C(Nc3nc4ccccc4s3)NC2)cc1	10.8
CN(Cc1c(C(=O)N/N=C/c2ccc(O)cc2)nnn1-c1nonc1N)c1ccccc1	18.3

The list continues:
Results follow in this order: rCAG RNA binder	mABHD4 FP	NR1D1 modulator	NPR1 activator	SMARCA2 act	ARFGAP1 inh	PG9 Ab binder	HTRA1 inhibitor	GC-B act	ASAP1 inh
COc1ccccc1NC(=O)CN1CCN(CC(=O)Nc2cc(C)ccc2OC)CC1
  1.3	-0.9	4.9	2.9	-0.1	3.5	1.5	8.9	7.3	-6.9
O=C(Cn1nc(C(F)F)cc1C(F)F)N/N=C/c1ccc2c(c1)OCO2
  1.6	-3.7	3.7	4.8	0.6	3.8	-4.2	0.4	3.9	9.8
COc1ccccc1-n1c(CNC(=O)c2ccco2)nnc1SCC(=O)Nc1ccc(F)cc1
  0.3	0.1	2.8	0.8	1.8	7.8	-0.7	4.7	1.8	3.7
Cc1c(NP(=O)(c2ccc(Br)cc2)c2ccc(Br)cc2)c(=O)n(-c2ccccc2)n1C
  -7.2	-3.5	6.3	-8.2	0.0	1.1	-0.8	3.6	-1.3	-7.6
O=[N+]([O-])c1cccc(N2Cc3ccccc3C2)c1
  6.6	4.7	-4.5	-2.0	1.5	13.4	-0.9	-5.6	-3.3	11.6
O=C(Nc1cccnc1)c1cc(-c2cccc(Br)c2)nc2ccccc12
  3.4	-32.5	-3.1	0.0	-2.1	8.7	-0.2	-61.2	-5.2	9.1
O=S(=O)(c1ccccc1Cl)N1CCCC1c1nc(-c2ccccc2Cl)no1 (stereo unspecified)
  -4.2	-13.4	3.9	3.2	-3.3	-3.7	0.7	-18.6	1.0	-13.2
CCCCN(C)S(=O)(=O)c1c(C)[nH]c(=O)[nH]c1=O
  -2.0	-7.5	-0.8	0.8	-4.5	-1.5	-0.2	3.1	-2.8	-6.0
Cc1ccccc1C(=O)N1c2ccccc2OCC1C(C)(C)C (stereo unspecified)
  -8.3	2.2	2.1	-4.9	-1.5	3.1	0.1	-2.9	-0.9	-1.3
CCOC(=O)c1ccc(N(C(=O)c2ccco2)C(C(=O)NC2CCCCC2)c2ccncc2)cc1 (stereo unspecified)
  -1.7	3.6	-4.7	3.3	-1.4	13.2	-1.8	1.9	-5.9	-3.2
COc1cccc(CNC(=O)CCC2CCCN(C(=O)c3ccc(F)c(Cl)c3)C2)c1 (stereo unspecified)
  -6.2	-2.5	-3.7	-3.0	-1.4	-7.2	1.2	-6.6	4.0	1.6
CC(C)CC(=O)Nc1nc2c(c(=O)[nH]1)CCCC2
  -0.1	3.4	7.1	-2.6	-1.4	18.8	-0.1	-1.7	-2.8	0.9
Cc1ccc(NNC(=O)C(O)(c2cccc(C(F)(F)F)c2)c2cccc(C(F)(F)F)c2)cc1
  4.3	-31.3	4.1	1.3	-4.0	15.3	0.7	-18.1	3.3	-4.0
CC(=O)Nc1ccc2nc(NC(=O)c3cccnc3)sc2c1
  1.6	-4.1	-0.4	-1.2	10.9*	11.9	1.5	-15.0	1.0	-6.3
COc1ccc(OC)c2c1CCC2=O
  0.4	7.4	13.6	-2.2	1.1	1.9	0.5	0.5	4.8	-20.6
CC(=O)Nc1ccc(S(=O)(=O)N(C)CC(=O)OCC(=O)N2CCN(C(=O)c3ccco3)CC2)cc1
  7.7	2.1	-2.7	1.7	-0.6	14.5	-0.1	-2.8	-1.8	-1.9
CCOc1cc(/C=N/Nc2nc(Nc3ccccc3)nc(N3CCCCC3)n2)ccc1OCC(=O)O
  5.5	-1.9	3.1	-5.5	-3.9	-7.7	-0.8	-8.1	8.2	-1.3
COc1ccccc1CNC(=O)CCC(=O)N1CCOc2ccc(Cl)cc21
  -1.1	-3.7	-3.0	-2.4	-1.4	0.2	-0.7	-10.3	-4.3	-8.4
COCCOC(=O)C1=C(C)OC(N)=C(C#N)C1c1ccc2c(c1)OCO2 (stereo unspecified)
  2.5	-0.2	2.8	-3.3	0.6	-5.5	-1.6	3.5	-4.1	-23.4
Cc1nn(Cc2ccccc2)c(Cl)c1/C=C/C(=O)OC(C(=O)NC(N)=O)C(C)C (stereo unspecified)
  -1.4	-8.6	3.1	-0.8	0.3	1.1	-2.6	-4.4	1.4	1.2

(listing goes on)
Results follow in this order: rCAG RNA binder	mABHD4 FP	NR1D1 modulator	NPR1 activator	SMARCA2 act	ARFGAP1 inh	PG9 Ab binder	HTRA1 inhibitor	GC-B act	ASAP1 inh
O=C(NCc1ccccn1)c1ccc(Cl)c(S(=O)(=O)NCc2ccccc2)c1
  0.1	1.8	-1.3	1.6	-4.3	-4.5	-1.2	6.0	-4.2	-4.0
CCN(CC(=O)Nc1ccc(OC)cc1)C(=O)c1cc(S(=O)(=O)N(C)C)ccc1N1CCCC1
  -4.3	2.9	-5.8	2.5	-2.5	9.7	0.7	-3.0	1.7	3.2
CC(=O)C1=C(O)C(=O)N(c2ccc(Br)cc2)C1c1cccc(F)c1 (stereo unspecified)
  8.9	2.8	-1.9	-1.0	-2.1	-2.9	3.5	-0.6	-3.5	-11.2
CCC(=O)NCC(=O)OCC(=O)c1ccccc1
  -2.4	0.8	-1.9	3.3	3.9	2.4	-1.2	1.2	5.4	-7.6
CN(C)CCNC(=O)/C=N/O
  0.0	-4.6	-2.0	3.6	0.5	-8.8	-2.1	-1.0	1.1	-6.3
O=C(CNCc1ccc(F)cc1)Nc1ccc(C(=O)N2CCCCC2)cc1
  -6.3	12.8	-0.1	-3.5	-3.8	0.2	1.2	-5.5	-3.9	5.8
CCc1ccc(N/C(SCc2ccccc2C)=C(/C#N)C(=O)NCc2ccco2)cc1
  1.7	-16.1	-3.9	1.4	-5.1	-1.7	0.5	-30.1	1.4	-13.7
Cn1nc(C(F)(F)F)c(-c2cccc(C(F)(F)F)c2)c1NC(=O)c1nccnc1C(=O)O
  1.3	0.1	-6.2	4.0	-0.7	5.1	-0.4	x	-3.6	3.5
COc1ccc(CC(=O)NCC(=O)N/N=C/c2cc(Br)ccc2OC)cc1
  -3.3	-1.9	0.7	-3.8	-3.6	-0.2	-1.6	-3.1	-3.9	4.2
Cc1ccc2c(Cl)cc(Cl)c(OCC(=O)NCCc3ccccn3)c2n1
  -5.2	2.4	0.9	-0.6	-0.8	3.2	0.7	-4.7	-5.2	-2.0

Quoted from the listing.
For ARFGAP1 inh, Cn1nc(C(F)(F)F)c(-c2cccc(C(F)(F)F)c2)c1NC(=O)c1nccnc1C(=O)O is entered as 5.1
For SMARCA2 act, Cc1ccc2c(Cl)cc(Cl)c(OCC(=O)NCCc3ccccn3)c2n1 is entered as -0.8
